High-throughput results deposited in PubChem BioAssay by Sanford-Burnham Center for Chemical Genomics.
Gli-Sufu antag: blocks Gli-Sufu signaling in a luciferase reporter; Sufu-KO-LIGHT fibroblasts, Gli luciferase reporter luminescence; inhibition, % at 5 µM; hit rate 0.74% among 340,000; AID 588413;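 active = inhibition above about 55%, limit read from the data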;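 also: 0% = DMSO-treated cells and 100% = wells with medium but no cells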
UBC13 polyUb: blocks human UBC13 polyubiquitin chain formation; P61088; TR-FRET; inhibition, % at 20 µM; hit rate 0.47% among 330,000; AID 485273; in the data active = inhibition above about 45%, passing the limit was not always enough
SENP7 inh: blocks the human protease SENP7; recombinant SENP7, Z-RLRGG-aminoluciferin luminescence, 40 min; Q9BQF6; hit rate 1.5% among 330,000; inhibition, % at 5 µM; AID 434973;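 active = inhibition above about 50% at the single test dose, limit read from the data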;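 also: plate controls were DMSO with enzyme for no effect and no enzyme buffer wells for full effect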
Apaf-1 inh: inhibitors of human Apaf-1 apoptosome; reconstituted apoptosome caspase-3 activity, DEVD-Rh110 fluorescence; inhibition, % at 20 µM; hit rate 0.71% among 330,000; AID 489030; active = inhibition of at least 40% at 20 µM;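 also: plate controls were DMSO wells for no effect and DEVD-CHO caspase inhibitor wells for full effect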
Target sequence (O14727 whole entry, looked up): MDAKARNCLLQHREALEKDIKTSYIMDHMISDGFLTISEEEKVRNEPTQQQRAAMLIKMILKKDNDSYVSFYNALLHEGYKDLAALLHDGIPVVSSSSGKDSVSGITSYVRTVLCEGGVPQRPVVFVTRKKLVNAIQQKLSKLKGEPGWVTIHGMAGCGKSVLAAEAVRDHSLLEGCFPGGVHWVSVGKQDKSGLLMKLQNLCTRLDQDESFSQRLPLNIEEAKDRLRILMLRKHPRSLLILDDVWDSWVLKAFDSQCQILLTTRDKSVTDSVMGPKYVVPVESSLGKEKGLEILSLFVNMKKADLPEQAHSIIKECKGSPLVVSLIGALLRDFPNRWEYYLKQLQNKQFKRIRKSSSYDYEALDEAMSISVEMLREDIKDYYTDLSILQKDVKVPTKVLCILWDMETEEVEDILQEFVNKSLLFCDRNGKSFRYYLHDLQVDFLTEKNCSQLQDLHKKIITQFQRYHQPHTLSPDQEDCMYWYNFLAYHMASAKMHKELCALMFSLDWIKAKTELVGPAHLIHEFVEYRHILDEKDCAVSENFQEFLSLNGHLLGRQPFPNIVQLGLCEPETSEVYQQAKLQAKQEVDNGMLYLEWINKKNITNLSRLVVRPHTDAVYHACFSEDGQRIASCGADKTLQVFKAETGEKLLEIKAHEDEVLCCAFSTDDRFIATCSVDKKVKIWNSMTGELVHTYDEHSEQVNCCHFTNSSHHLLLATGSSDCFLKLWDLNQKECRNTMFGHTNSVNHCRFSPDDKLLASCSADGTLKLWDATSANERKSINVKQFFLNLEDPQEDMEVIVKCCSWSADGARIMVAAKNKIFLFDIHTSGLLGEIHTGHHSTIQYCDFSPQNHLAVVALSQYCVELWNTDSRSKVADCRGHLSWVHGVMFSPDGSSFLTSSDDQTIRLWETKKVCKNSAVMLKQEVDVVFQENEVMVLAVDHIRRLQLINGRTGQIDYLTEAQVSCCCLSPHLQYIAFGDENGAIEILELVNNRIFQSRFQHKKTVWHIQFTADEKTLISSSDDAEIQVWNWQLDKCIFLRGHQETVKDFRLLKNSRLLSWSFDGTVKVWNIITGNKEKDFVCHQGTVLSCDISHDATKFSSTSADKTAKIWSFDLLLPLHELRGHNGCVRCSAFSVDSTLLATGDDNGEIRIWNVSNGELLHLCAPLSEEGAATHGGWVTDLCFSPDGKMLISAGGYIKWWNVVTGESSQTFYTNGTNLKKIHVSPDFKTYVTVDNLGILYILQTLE
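Material: cell-free apoptosome with Apaf-1, procaspase-3 and caspase-9; Buffer or medium: Hepes pH 7.5 with detergent and BSA; Reagent: cytochrome c trigger plus (Z-DEVD)2-Rh110 caspase-3 substrate; Times: compound with Apaf-1, dATP, procaspase-3 30 min, then 50 min reaction, room temperature; Technique: Rh110 fluorescence intensity.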
HKDC1 inhibitor: HKDC1 (human) hexokinase inhibition; Q2TB90; recombinant HKDC1, G6PDH/diaphorase resazurin coupled fluorescence; inhibition, % at 20 µM; hit rate 0.16% among 340,000; AID 493160;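 active = inhibition above about 35% when tested at 20 µM, limit read from the data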;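 also: plate controls were DMSO wells with enzyme for no effect and DMSO wells lacking enzyme for full effect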
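Test system: HK5 enzyme. Quantity: 5 µg/mL HK5 final. Reagent: glucose and ATP substrates. Schedule: 90 min reaction incubation at room temperature, dark. Technique: resazurin-to-resorufin fluorescence via G6PDH and diaphorase coupling, 525/613 nm. Control set: DMSO wells with and without enzyme mix.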
Jurkat NFkB inh: inhibitors of the PMA/ionomycin-induced NF-kB reporter in Jurkat cells | PMA/ionomycin-induced NF-kB luciferase reporter, luminescence | inhibition, % at 4 µM | AID 435003 | hit rate 0.53% among 330,000
697 NFkB inh: lowers PMA/ionomycin-induced NF-kB signal in 697 B cells; 697 B-cell NF-kB luciferase reporter, 16 h; inhibition, % at 4 µM; hit rate 0.33% among 330,000; AID 435022; in the data active = inhibition above about 35%
SENP8 block: blocks the human protease SENP8; purified SENP8, Z-RLRGG-aminoluciferin cleavage, luminescence; inhibition, % at 10 µM; Q96LD8; hit rate 1.2% among 330,000; AID 2540
* = called active by the depositor; x = no result given. Rule as the data show it, unless noted: active = inhibition above about 50%; inactive = the rest.

SMILES | Gli-Sufu antag | UBC13 polyUb | SENP7 inh | Apaf-1 inh | HKDC1 inhibitor | Jurkat NFkB inh | 697 NFkB inh | SENP8 block
CCC1C(C#N)=C(SCC(N)=O)NC2=C1C(=O)CC(C)(C)C2 (configuration not stated) | 8 | 8 | 7 | -17 | -6 | 14 | 9 | 6
Cc1ccc(NC(=O)COC(=O)C2CCC2)cc1S(=O)(=O)N1CCCCC1 | -7 | -3 | 7 | -1 | -2 | -11 | -7 | -6
O=C(Cc1ccccc1)NCc1n[nH]c(=S)n1-c1ccccc1 | -6 | 1 | -2 | -3 | 12 | -26 | -41 | -5
O=C(/C=C/c1cccc(Br)c1)N1CCN(c2ccccn2)CC1 | 10 | -15 | -1 | 13 | -1 | -7 | 11 | -16
COc1cc(OC)cc(C(C)=O)c1 | 0 | -11 | -9 | 2 | 1 | -32 | -19 | 1
CCOC(=O)c1cc(-c2ccccc2)n(CCC(=O)N2CCN(c3ccccc3OC)CC2)c1C | 9 | 22 | 7 | 17 | -6 | 1 | -5 | -3
COC(=O)c1ccc(CN2CCCC(CO)(Cc3ccccc3F)C2)cc1 (configuration not stated) | 13 | 7 | 1 | 8 | -1 | 10 | -1 | -6
O=S(=O)(c1ccc(S(=O)(=O)N2CCCC3(CCCCC3)C2)cc1)N1CCCCC1 | 1 | -7 | 2 | -25 | -12 | -6 | 8 | -3
Cc1ccc(C(=O)N/C(=C\c2ccccc2F)c2nc(=S)[nH][nH]2)cc1 | 7 | 0 | -4 | 22 | -14 | 4 | -1 | -5
CC(=O)Nc1sc(N/N=C/c2ccccc2)nc1-c1ccc(C)cc1 | 9 | 1 | 6 | -2 | 8 | -7 | -18 | 9
O=C(Nc1ccc2c(c1)OCO2)C1CC(=O)N(c2ccc(F)cc2)C1 (configuration not stated) | -2 | -1 | -2 | -5 | 2 | 14 | 4 | 1
CCOc1cc(C2NC(=O)CCC2[N+](=O)[O-])cc(Br)c1OC (configuration not stated) | -1 | -4 | -2 | -2 | -3 | 13 | 13 | 2
NNC(=O)c1nc(Cl)c(Cl)c(N)c1Cl | -9 | -5 | 6 | -14 | -4 | -14 | -6 | -1
COc1ccccc1CNS(=O)(=O)c1cccc(S(=O)(=O)N2CCOCC2)c1 | -13 | 6 | -1 | -8 | 5 | 2 | -3 | -6
COc1ccc(C(=O)Nc2ccc(-n3nncc3C(C)(C)C)cc2)cc1 | -2 | -5 | 7 | 6 | -2 | 0 | 11 | -12
COc1ccccc1N1CCN(Cc2cc3c(cc2[N+](=O)[O-])OCO3)CC1 | -8 | 0 | -2 | 0 | -3 | -3 | 15 | 12
COc1ccc(NC(=O)CO/N=C(\C)c2cccs2)cc1 | -2 | -1 | -1 | -12 | -2 | 6 | 4 | 1
CCCCOc1ccccc1C(=O)NCC(=O)O | -2 | -2 | 2 | -13 | -10 | 8 | 9 | 2
COC(=O)/C=C1/N/C(=N\c2nc(C)cc(C)n2)N(c2ccccc2)C1=O | 11 | -3 | 12 | -5 | -1 | -14 | 4 | 5
CSc1ccccc1OCc1cc(C(=O)N(C)Cc2cc(C)[nH]n2)no1 | 15 | 2 | 2 | 15 | 5 | -19 | -32 | -3
Cc1ccc(-c2nc(C3CCCN(S(=O)(=O)c4ccc(C)cc4)C3)no2)cc1 (configuration not stated) | -1 | 8 | 8 | 9 | -1 | -14 | 5 | -9
CC1CN(CCCCOc2ccc(F)cc2)CC(C)O1 (configuration not stated) | 4 | 17 | 3 | -11 | -6 | 4 | 15 | -3
COC(=O)CSc1nc2nc(C)cc(C)n2n1 | 0 | -2 | 5 | 3 | -1 | -4 | -3 | -10
O=C(/C=C/c1ccc([N+](=O)[O-])cc1)OCC(=O)c1ccc[nH]1 | -14 | -19 | -1 | 4 | 6 | 19 | -6 | -18
CS(=O)(=O)N1CCN=C1SCc1cccc(F)c1 | -12 | 1 | 1 | -9 | -4 | 9 | -1 | 0

Gathered by group: those above containing an aryl methoxy group (seven)
SMILES | Gli-Sufu antag | UBC13 polyUb | SENP7 inh | Apaf-1 inh | HKDC1 inhibitor | Jurkat NFkB inh | 697 NFkB inh | SENP8 block
COc1cc(OC)cc(C(C)=O)c1 | 0 | -11 | -9 | 2 | 1 | -32 | -19 | 1
CCOC(=O)c1cc(-c2ccccc2)n(CCC(=O)N2CCN(c3ccccc3OC)CC2)c1C | 9 | 22 | 7 | 17 | -6 | 1 | -5 | -3
CCOc1cc(C2NC(=O)CCC2[N+](=O)[O-])cc(Br)c1OC (configuration not stated) | -1 | -4 | -2 | -2 | -3 | 13 | 13 | 2
COc1ccccc1CNS(=O)(=O)c1cccc(S(=O)(=O)N2CCOCC2)c1 | -13 | 6 | -1 | -8 | 5 | 2 | -3 | -6
COc1ccc(C(=O)Nc2ccc(-n3nncc3C(C)(C)C)cc2)cc1 | -2 | -5 | 7 | 6 | -2 | 0 | 11 | -12
COc1ccccc1N1CCN(Cc2cc3c(cc2[N+](=O)[O-])OCO3)CC1 | -8 | 0 | -2 | 0 | -3 | -3 | 15 | 12
COc1ccc(NC(=O)CO/N=C(\C)c2cccs2)cc1 | -2 | -1 | -1 | -12 | -2 | 6 | 4 | 1

The listing continues.
SMILES | Gli-Sufu antag | UBC13 polyUb | SENP7 inh | Apaf-1 inh | HKDC1 inhibitor | Jurkat NFkB inh | 697 NFkB inh | SENP8 block
O=C(O)c1cccc(-n2c(-c3cnccn3)n[nH]c2=S)c1 | 1 | -4 | 2 | 0 | -6 | -5 | 19 | 7
CCCC[n+]1ccn(C2=C([O-])c3ccccc3C(=O)/C2=N\S(=O)(=O)c2ccccc2)c1 | 12 | -114 | 28 | 59* | -9 | 9 | 25 | 29
CCC(=O)Nc1c2c(nn1-c1ccccc1C)CSC2 | 3 | 7 | 48 | -9 | -10 | -3 | 11 | 6
COCCCNC(=O)/C(C#N)=C1\N=C(NC(=O)c2cccs2)c2ccccc21 | -4 | -2 | 3 | -21 | -2 | 7 | 13 | -1
CC(C)(C)C1CCC(OCC(O)CN2CCCC2)CC1 (configuration not stated) | 25 | 3 | 3 | -6 | -1 | -10 | -25 | -1
COC(=O)c1c(NC(=O)CC2SC(N)=NC2=O)sc2c1CCC(C)C2 (configuration not stated) | 1 | -4 | 9 | 22 | -9 | 15 | 22 | 1
O=C(COC(=O)c1cc(S(=O)(=O)N2CCOCC2)c(Cl)cc1Cl)NC1CC1 | -6 | -4 | 2 | -10 | -3 | -2 | 18 | 7
CCOC(=O)C1CCCN(c2c(Nc3cccc(C)c3)c(=O)c2=O)C1 (configuration not stated) | 0 | -8 | 3 | 12 | -5 | -3 | 9 | 4
Cc1ccc(NS(=O)(=O)c2cccs2)nc1 | -10 | 3 | 4 | -7 | -2 | -7 | 21 | 7
CC1CCC2(CC1)NC(=O)N(CC(=O)N1c3ccccc3CC1C)C2=O (configuration not stated) | 5 | -5 | 8 | 3 | -7 | 11 | -6 | 10
COCCCNCCCOc1ccc(C)cc1Br | -1 | 2 | -10 | -2 | -8 | -14 | -27 | -9
O=C(NNC(=O)c1ccccc1[N+](=O)[O-])c1ccco1 | 0 | -2 | -5 | 0 | -5 | 13 | -1 | -5
CC(CCc1ccccc1)NC(=O)CCNC(=O)c1ccccc1Cl (configuration not stated) | 2 | 1 | 14 | 1 | -2 | 13 | 7 | 0
Cc1cc(N=CC2=C(O)CCCC2=O)no1 | -10 | -5 | -12 | 10 | -6 | 11 | 2 | -12
O=C(Nc1ccccc1N1CCN(C(=O)c2ccc(Cl)cc2)CC1)c1ccc(Br)cc1 | 5 | 7 | 3 | 19 | -5 | -9 | 12 | 8
Cc1ccc(N2CC(=O)N(c3ccc(C)cc3)CC2=O)cc1 | -2 | 6 | 6 | -11 | -3 | 2 | 0 | 1
CCC(CC)NC(=O)CSc1nnc(-c2c[nH]c3ccccc23)o1 | -20 | 3 | 1 | -16 | -6 | 4 | 8 | 1
CCCN=C(Nc1ccc(Cl)cc1)c1cccnc1 | 6 | 0 | 8 | 4 | -5 | 7 | -9 | 0
O=C(c1cc(-c2ccco2)nn1-c1cccc(Cl)c1)N1CCCCC1 | 27 | -13 | -6 | 33 | 7 | 1 | -6 | 0
COCCCNC(=O)Cn1nnc(-c2ccc(NC(=O)c3cccnc3)cc2)n1 | x | -7 | -2 | 3 | x | 3 | -33 | -8
Cc1ccc(C)c(C(=O)N2CCN(c3ncccn3)CC2)c1 | 5 | -2 | -5 | -6 | 9 | 12 | 3 | -2
O=C(N/N=C\c1ccncc1)c1ccc(Cl)s1 | -28 | -10 | -6 | 1 | 6 | 5 | 6 | 10
CC1=C(C(N)=O)C(c2ccc3c(c2)OCO3)n2nc(-c3cccc(C)c3)nc2N1 (configuration not stated) | 12 | 8 | -7 | 6 | 0 | 13 | -55 | -6
Cc1oc(-c2cccs2)nc1CS(=O)CC(=O)NCCc1ccccc1 (configuration not stated) | -1 | -8 | -11 | 15 | -5 | -20 | -5 | -17
C#CCCC/C(=C\C(=O)N(C)[C@H](C(=O)N(C)[C@H](C(=O)N(C)[C@H](C(=O)N(C)[C@H](C(N)=O)C(C)C)C(C)C)C(C)C)C(C)C)OC | 5 | 18 | 8 | 2 | -1 | 11 | 15 | -6
SMILES | Gli-Sufu antag | UBC13 polyUb | SENP7 inh | Apaf-1 inh | HKDC1 inhibitor | Jurkat NFkB inh | 697 NFkB inh | SENP8 block
S=c1[nH]nc(-c2ccco2)n1/N=C/C=C/c1ccco1 | 8 | -7 | -4 | 6 | 8 | -2 | 0 | -4
O=C(NC1CCCC1)C1CC1c1ccccc1 (configuration not stated) | 16 | 3 | 7 | 7 | -5 | -6 | -9 | -8
CC1(C)Cc2nc3sc4c(=O)[nH]cnc4c3cc2CS1 | -5 | 18 | -11 | 6 | 9 | -28 | -30 | -3
C/C(=N/NC(=O)c1ccc2c(c1)OCO2)c1cccc([N+](=O)[O-])c1 | -102 | -2 | -5 | 16 | -6 | -101 | -77 | -4
COc1cc(C(=O)NCc2ccccc2)ccc1OC(F)F | 4 | -5 | 10 | 2 | -12 | -2 | -9 | -1
Cc1c(C(=O)Nc2c(N)nc(SCC(=O)NCC3CCCO3)[nH]c2=O)cccc1[N+](=O)[O-] (configuration not stated) | -4 | 6 | -7 | -5 | -1 | 11 | 5 | 0
N#Cc1c(NCCN)nc(-c2ccco2)c2c1CCCC2 | 3 | 10 | -4 | 17 | -5 | 2 | 4 | 3
S=C(NCc1ccccc1)Nc1cccc2cnccc12 | 65* | -6 | -2 | 4 | 8 | 18 | -15 | -9
O=C(CN1C(=O)NC2(CCCC2)C1=O)OCCOc1ccc(Cl)cc1Cl | -2 | -5 | 9 | 9 | -2 | 6 | -24 | -1
Cc1ccc(S(=O)(=O)N2CCCCC2)cc1C(=O)NCCCN1CCOCC1 | 6 | -6 | 4 | 1 | -6 | 3 | 4 | 7
COC(=O)C1CN(C(=O)C(C)Oc2cccc(C)c2C)c2ccccc2O1 (configuration not stated) | 7 | 1 | -4 | 12 | -1 | 8 | 11 | -2
CN(Cc1cn(C)nc1-c1cccc(Cl)c1)C1CCOCC1 | 4 | -4 | -9 | 4 | -5 | -24 | 1 | -9
COCCn1c(=S)[nH]c2cc(C(=O)N3CCCC(C)C3)ccc2c1=O (configuration not stated) | 12 | -5 | -4 | 9 | -4 | 17 | -42 | -1
COCCNC(=O)C1(C)Oc2ccccc2NC1=O (configuration not stated) | -2 | 6 | 2 | -1 | -5 | 7 | -7 | 7
COCC(=O)N1CCCN(c2nc3c(C)cccc3cc2C#N)CC1 | -2 | 10 | -2 | 5 | -4 | 9 | -8 | -7
CCCn1c(=N)c(C#N)cc2c(=O)n3ccccc3nc21 | -9 | 3 | -9 | -12 | -13 | 6 | 11 | -3
COc1cc(S(=O)(=O)N2CCCCCC2)c(OC)cc1Br | 6 | -1 | 11 | 10 | 2 | -15 | -31 | -2
COc1ccc(Cl)cc1N(CC(=O)N1CCCCCC1)S(C)(=O)=O | -5 | -5 | 6 | -2 | -5 | -6 | 0 | -2
O=C(N/N=C/c1ccc([N+](=O)[O-])cc1)c1cccc(N2CCCC2=O)c1 | -4 | -5 | 1 | 8 | -4 | -2 | 25 | 10
